TDP43 rescue: rescues yeast growth from TDP-43 toxicity | TDP-43 expressing yeast growth rescue, BacTiter-Glo, 24 h | Potency, µM (top dose mostly 46.1 µM), for inactives: top-dose growth rescue (activation), hits mostly activators | 410,000 tested, 1.8% active | AID 652104; also: potency is read from the fitted curve at half-maximal effect; % of control where 0% means no effect; nearly all actives have a fitted effect of over 50% in size
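In this qHTS, compounds that restore growth of yeast expressing TDP-43 appear as activators. Cells (OD600=0.02, galactose medium, raffinose-pregrown) are incubated with compound 24 hr at 30 deg C and growth is quantified by BacTiter-Glo.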
GLP-1R inv ag: acts as inverse agonist at human GLP-1 receptor; HEK293 GLP-1R CRE-luciferase, luminescence, 24 h; GLP-1R form is constitutively active; Potency, µM (doses to about 38.3 µM), without a hit: at the highest dose activity change, negative = inhibition, hits mostly inhibitors; P43220; AID 624417; 410,000 tested, 1.6% active; also: potency is read from the fitted curve at half-maximal effect; % is scaled to controls: 0 for no effect and ±100 for the full control effect; nearly all actives have a fitted effect of over 55% in size
Target sequence (P43220 whole entry, looked up): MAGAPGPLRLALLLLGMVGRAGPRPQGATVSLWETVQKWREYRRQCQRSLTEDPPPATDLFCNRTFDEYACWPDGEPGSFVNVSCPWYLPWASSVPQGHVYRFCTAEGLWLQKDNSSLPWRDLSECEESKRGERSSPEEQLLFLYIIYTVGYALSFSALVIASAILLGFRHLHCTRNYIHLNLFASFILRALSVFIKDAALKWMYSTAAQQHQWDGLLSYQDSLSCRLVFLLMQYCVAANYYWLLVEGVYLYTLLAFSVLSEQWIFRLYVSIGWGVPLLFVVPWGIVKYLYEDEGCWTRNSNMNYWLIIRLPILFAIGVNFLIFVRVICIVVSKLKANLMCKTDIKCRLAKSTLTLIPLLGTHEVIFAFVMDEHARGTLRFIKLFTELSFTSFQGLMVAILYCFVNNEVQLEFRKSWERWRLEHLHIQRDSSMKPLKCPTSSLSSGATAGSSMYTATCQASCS
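Cells are plated, allowed 12 hours at 37 deg C, then treated with compounds for 24 hr before luciferase detection reagent is added and luminescence is read after 12 min at room temperature. The HEK293 line carries constitutively active GLP-1R with a cAMP-responsive reporter.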
PTHR1 agonist: activates the human parathyroid hormone receptor PTHR1. HEK293 GP2 PTHR1 cells, GloSensor cAMP luminescence, 1 h. Potency, µM (top dose mostly 115 µM), for inactives: top-dose activation, actives largely listed as activators. 410,000 tested, 0.075% active; also: potency is read from the fitted curve at half-maximal effect; nearly all actives have a fitted effect of over 55% in size; some results filed as inactive show a strong effect at the top dose; inactives centre near -15; many of its hits are not listed in these tables
Target sequence (Q03431 whole entry, looked up): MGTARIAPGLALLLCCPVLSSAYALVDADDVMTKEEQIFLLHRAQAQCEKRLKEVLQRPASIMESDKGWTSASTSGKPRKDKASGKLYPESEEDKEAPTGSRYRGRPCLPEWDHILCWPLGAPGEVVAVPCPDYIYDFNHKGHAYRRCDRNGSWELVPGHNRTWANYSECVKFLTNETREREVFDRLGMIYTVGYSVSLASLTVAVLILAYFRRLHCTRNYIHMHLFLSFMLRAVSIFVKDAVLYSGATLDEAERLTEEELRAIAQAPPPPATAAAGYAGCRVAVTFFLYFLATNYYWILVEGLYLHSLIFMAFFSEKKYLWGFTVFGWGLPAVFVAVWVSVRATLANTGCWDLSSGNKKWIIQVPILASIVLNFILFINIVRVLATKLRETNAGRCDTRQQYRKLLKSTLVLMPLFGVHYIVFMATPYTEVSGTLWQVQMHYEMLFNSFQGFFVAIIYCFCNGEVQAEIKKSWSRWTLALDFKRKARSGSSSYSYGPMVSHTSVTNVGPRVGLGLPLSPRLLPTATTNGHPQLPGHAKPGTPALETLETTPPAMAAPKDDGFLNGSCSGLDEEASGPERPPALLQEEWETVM
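HEK-293-derived GP2 cells expressing PTHR1 and a GloSensor cAMP reporter, 3,000/well, plated overnight, given luciferin plus IBMX (each 0.5 mM as added) for 1 h at 37 °C, then compound for 1 h at 37 °C. Luminescence was read after 15 min at room temperature.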
aSyn yeast inh: alpha-synuclein toxicity inhibition in yeast | 370,000 tested, 0.14% active | Potency, µM (highest dose often 46.1 µM), for inactives: at the top dose growth rescue (activation), usual class: activators | AID 652106 | Yeast expressing alpha-synuclein, growth rescue, BacTiter-Glo, 24 h; also: potency is read from the fitted curve at half-maximal effect; % of control where 0% means no effect; nearly all actives have a fitted effect of over 65% in size
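Readout is rescue of growth in alpha-synuclein-expressing yeast, so inhibitors of toxicity appear as activators. Growth after 24 hr at 30 deg C in galactose medium is quantified by luminescence.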
GLP1R ag: agonists of human GLP-1 receptor; HEK293 GLP-1R CRE-luciferase, luminescence, 4-6 h; cells express a hypersensitive GLP-1R form; Potency, µM (top dose mostly 45.6 µM), for inactives: at the highest dose activation, actives largely listed as activators; 380,000 tested, 0.007% active; AID 624172; also: potency is read from the fitted curve at half-maximal effect; % of control where 0% means no effect
Abeta rescue: restores growth of yeast expressing A-beta42 peptide | yeast expressing A-beta42, growth rescue, OD600, 48 h; response scale: 0% DMSO, 100% iron-clioquinol control | 410,000 tested, 0.063% active | Potency, µM (doses to about 46.1 µM), for the others: at the highest dose growth rescue, hits mostly activators; also: potency is read from the fitted curve at half-maximal effect; nearly all actives have a fitted effect of over 55% in size
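Yeast A-beta toxicity model in growth medium with pinned compounds, 48 h at 30 C; growth read as absorbance at 600 nm. Normalized to FeCl3/clioquinol equimolar mix (positive) and DMSO (negative).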
FUS suppressor: suppressors of FUS proteinopathy in yeast; 390,000 tested, 0.24% active; AID 1347120; S. cerevisiae FUS-expressing, growth rescue, OD600, 24 h; Potency, µM (doses to about 76.6 µM), for the others: at the top dose growth rescue (activation), most hits filed as activators;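 also: potency is read from the fitted curve at half-maximal effect; plate controls were DMSO vehicle for no effect and reference control for full effect; nearly all actives have a fitted effect of over 55% in size; some results filed as inactive show a strong effect at the top dose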
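S. cerevisiae expressing FUS from galactose induction served as the toxicity model. Growth after 24hr at 30C, read as absorbance at 600 nm, indicates suppression of toxicity; compounds dosed at several concentrations.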
D3 antag: antagonists of human D3 dopamine receptor; P35462; D3R cells, DiscoveRx beta-arrestin luminescence, antagonist mode; active compounds read low; max response, negative = inhibition, %; 360,000 tested, 2.5% active; in the data active = max response below about -50%; inconclusive = no clear call, values can overlap the other calls; also: % is scaled to controls: 0 for no effect and ±100 for the full control effect; mostly tested at two doses, the higher about 12 µM
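Cells expressing the human receptor were seeded at 1500 cells/well, incubated overnight at 37 degrees C in 5% CO2, then exposed to library compounds with dopamine controls for 90 minutes at 37 degrees C before luminescent detection.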
Akt phos inh: blocks phosphorylation of Akt. activity change, % for hits at 50 µM. 360,000 tested, 0.32% active. AID 651550. Neuro2A IGF-stimulated pAkt S473 HTRF, 20 min; active compounds read low; in the data active = activity change below about -80%; inconclusive = mostly about -51% to -80%; also: % is scaled to controls: 0 for no effect and ±100 for the full control effect
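Single-point screen (50 µM final compound) in Neuro2A cells stimulated 20 min with 6 nM IGF at 37 deg C. After lysis, Ser473-phosphorylated Akt read by HTRF (ex 330 nm, em 615/665 nm) as the 665/615 ratio.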
An asterisk follows results filed as active; i = inactive; ? = inconclusive; . = no result given; [ ] = remark or other dose. Unless noted, calls follow the shape of the dose curve; as a rule, active = well fitted curve in the direction sought with a large enough effect; inconclusive = small, poorly fitted or top-dose-only effect, or another doubt; inactive = no such curve, though single readings can be large; an effect the other way counts as inactive or inconclusive.

canonical_smiles,TDP43 rescue,GLP-1R inv ag,PTHR1 agonist,aSyn yeast inh,GLP1R ag,Abeta rescue,FUS suppressor,D3 antag,Akt phos inh
C=CCn1cc(C(=O)NCC2CCCO2)c(=O)c2cc(S(=O)(=O)N3CCCCCC3)ccc21 (configuration not stated),0%,7%,i,1%,6%,14%,26%,13,i
Cc1ccccc1NC(=O)CSc1nc(N2CCCCC2)nc(N2CCCCC2)n1,-5%,4%,i,-6%,3%,-3%,12%,-3,i
CC(=O)/C(C#N)=C1\NC(=O)C(Cc2ccccc2C)S1 (configuration not stated),-80%[inhibitor],?,-26%,-8%,0%,-81%[inhibitor],24%,-10,i
Clc1ccc(OCCNCCc2ccccc2)cc1,6%,?,-16%,4%,2%,2%,-21%,-59*,i
Cc1ccc(C2=Nc3ccccc3N(CC(=O)NCc3ccc(F)cc3)C(=O)C2)cc1C,2%,-17%,-16%,.,.,-22%,-14%,.,.
CSCC[C@H](NC(=O)N1CCn2c1nc1ccccc12)C(=O)N1CCCCC1,3%,-24%,i,0%,3%,15%,4%,0,i
COc1ccc(OC(=O)COc2cc(C)ccc2C)cc1,.,-8%,0%,-4%,-3%,8%,10%,0,i
Cc1ccc(C(=O)Nc2nc3n(n2)C(c2ccc(F)cc2)C=C(c2ccccc2)N3)cc1 (configuration not stated),0%[9.22 µM],-27%,-25%,.,.,9%,?,.,.
CSc1ccccc1OCc1cc(C(=O)NCc2cccc(C)n2)no1,?,-15%,-18%,2%,-3%,6%,12%,-19,i
O=C(CN1C(=O)COc2ccc(S(=O)(=O)N3CCCC3)cc21)N1CCCC1,8%,1%,i,1%,7%,4%,-34%,11,i
CCN(C(=O)COC(=O)Cc1c[nH]c2ccccc12)c1c(N)n(Cc2ccccc2)c(=O)[nH]c1=O,-13%,-21%,19%,-4%,1%,-5%,23%,-10,i
COc1ccc(-c2cc(C(F)(F)F)nc(SCC(=O)N3CC(C)OC(C)C3)n2)cc1OC (configuration not stated),18%,21%,i,-4%,7%,-5%,.,-1,i
O=C(NC1CCCCC1)c1ccc(Cn2c(SCc3ccc(F)cc3)nc3cccnc32)cc1,-12%,6%,-15%,.,.,-3%,10%,.,.
Cc1cccc(/C=N/NC(=O)c2c(-c3ccccc3)noc2C)c1O,-3%,?,i,3%,2%,-14%,4%,7,i
CCCC(=O)Nc1nnc(-c2cccc(OCC)c2)s1,-6%,13%,i,-10%,-8%,-12%,25%,8,i
CCOC(=O)c1oc2ccc(S(=O)(=O)n3nc(-c4ccc(OC)cc4)cc3N)cc2c1C,17%,?,i,1%,2%,5%,54%,22,i
CN(C)Cc1cc(C(C)(C)C)c(O)c(C(C)(C)C)c1,13%,-29%,-6%[57.5 µM],3%,-9%,27%,-11%,-21,i
O=C(CCCn1c(=O)c2sccc2n(CC(=O)OCc2ccccc2)c1=O)NCc1ccco1,-12%,7%,-3%,4%,-7%,-3%,11%,37,i
CCC(C)(C)C1CCc2[nH]nc(C(=O)NCC3CC3)c2C1 (configuration not stated),0%,?,-12%,-29%,?,5%,10%,5,i
Cc1[nH]c2ccccc2c1C=NNC(=O)c1cc(-c2cccnc2)nc2ccccc12,5%,1%,16%,-5%,8%,6%,30%,-4,i
O=C(CS(=O)(=O)c1cn(Cc2ccc(F)cc2)c2ccccc12)N1CCCCC1,0%,-9%,-7%[57.5 µM],0%,-10%,11%,4%,?,i
COc1cc(NC(=O)CNS(=O)(=O)c2cccs2)cc(OC)c1OC,19%,23%,i,-1%,6%,-3%,3%,.,.
COc1ccc(-c2ccn(-c3cccc(F)n3)n2)cc1,19%[9.22 µM],24%[7.66 µM],-25%,2%,11%,-6%,42%,-10,i
CCc1noc(C)c1C(=O)N1CCCC(Nc2cccc(F)c2)C1 (configuration not stated),4%,9%,-2%,1%,-6%,-8%,-13%,-10,i
Cc1ccc(Cl)cc1NC(=O)CCNC(=O)N1CC(=O)Nc2ccccc21,13%,-11%,-12%,3%,2%,11%,19%,3,i

Whole records from above.
Record of `CN(C)Cc1cc(C(C)(C)C)c(O)c(C(C)(C)C)c1` → TDP43 rescue: 13%; GLP-1R inv ag: -29%; PTHR1 agonist: -6%[57.5 µM]; aSyn yeast inh: 3%; GLP1R ag: -9%; Abeta rescue: 27%; FUS suppressor: -11%; D3 antag: -21; Akt phos inh: i
Record of `Cc1ccc(C(=O)Nc2nc3n(n2)C(c2ccc(F)cc2)C=C(c2ccccc2)N3)cc1` (configuration not stated) → TDP43 rescue: 0%[9.22 µM]; GLP-1R inv ag: -27%; PTHR1 agonist: -25%; aSyn yeast inh: .; GLP1R ag: .; Abeta rescue: 9%; FUS suppressor: ?; D3 antag: .; Akt phos inh: .

(next part)
canonical_smiles,TDP43 rescue,GLP-1R inv ag,PTHR1 agonist,aSyn yeast inh,GLP1R ag,Abeta rescue,FUS suppressor,D3 antag,Akt phos inh
CCN(CC)C(=O)COc1ccc2c(-c3ccc(OC)cc3)cc(=O)oc2c1,21%,-4%,-19%,0%,16%,4%,21%,3,i
CCn1ccnc1C(O)c1ccc(N(C)C)cc1 (configuration not stated),-2%,-2%,i,2%,-6%,3%,11%,7,i
N#CC1=C(N)N(c2ccccc2)C2=C(C(=O)CCC2)C1c1cccs1 (configuration not stated),17%,-4%,21%,-2%,8%,-12%,?,-9,i
Cc1c(Cl)cccc1-c1ccc(C(=O)Nc2ccc(F)cc2)o1,7%,?,-18%,.,.,-34%[inhibitor],-2%,.,.
Cc1ccc(S(=O)(=O)NCc2ccco2)cc1C(N)=O,8%[9.22 µM],-8%[7.66 µM],i,0%,4%,-1%,-16%,1,i
CC(=O)Nc1nc(SCc2cccc3ccccc23)n[nH]1,0%,0%,i,-4%,-2%,-4%,25%,-12,i
O=C(NCc1cccc(F)c1)c1ccc2nc(N3CCCCC3)sc2c1,7%,20%,i,.,.,-13%,-10%,.,.
N#C/C(=C\c1ccccc1)C(=O)N1CCC(C(N)=O)CC1,-20%,0%,-4%,-3%,4%,-3%,9%,-11,i
CN(CC#CCC(c1ccccc1)c1ccccc1)C(C)(C)C,-11%,?,i,2%,-1%,11%,15%,-62*,i
CCN1CCN(CC(=O)N2N=C(c3cccs3)CC2c2ccc(C)cc2)C(=O)C1=O (configuration not stated),4%,-8%[7.66 µM],-16%,-3%,1%,8%,14%,-2,i
Cc1cc(Cl)ccc1NC(=O)C(=O)N/N=C/c1ccc2c(c1)OCO2,-3%,8%,i,1%,0%,4%,-5%,-16,i
CC(=O)NC(C(=O)OCC(=O)N(c1ccccc1)c1ccccc1)C(C)C (configuration not stated),-9%,-13%,i,-2%,6%,9%,5%,1,i
CCCc1nc2oc3cc(OC)ccc3c(=O)c2c(=O)n1CCc1ccccc1,2%,0%,i,1%,-3%,-25%,16%,0,i
CCOc1ccc(N2C(=O)CC(NCCc3ccncc3)C2=O)cc1 (configuration not stated),-20%,1%,-1%[57.5 µM],4%,-3%,2%,0%,-5,i
O=C1NCC2=C1C(c1ccccc1)Nc1ccccc1N2 (configuration not stated),-32%[inhibitor],0%,16%,1%,9%,-16%,29%,-16,i
Cc1ccc(-n2nnnc2/C=C\Nc2cc(C)on2)cc1,13%,-4%,-9%,-7%,-1%,4%,4%,8,i
O=c1[nH]c(C2CCN(S(=O)(=O)Cc3ccccc3)CC2)nc2c1nnn2Cc1ccccc1,-8%,8%,-6%,-1%,5%,-5%,35%,-21,i
CCn1c(-c2ccco2)nc2ccccc21,7%,3%,-10%,18%,0%,-10%,-15%,16,i
COc1cc(OC)cc(C(=O)Nc2ccc(Nc3ccccc3)cc2)c1,-18%,11µM*,-32%[inhibitor],9%,14%,-6%,25µM*,-16,i
COc1cc(OC)c(NC(=O)c2nc(-c3ccncc3)no2)cc1Cl,6%,23%,i,.,.,-16%,-16%,.,.
CCCCC[C@H](C)N1C[C@@H](COCc2ccccc2)Oc2cc(N3CCC[C@H]3COC)ccc2S1(=O)=O,15%,?,-27%,2%,4%,-2%,17%,19,i

Nothing new here: 4 of the compounds above.
canonical_smiles,TDP43 rescue,GLP-1R inv ag,PTHR1 agonist,aSyn yeast inh,GLP1R ag,Abeta rescue,FUS suppressor,D3 antag,Akt phos inh
N#C/C(=C\c1ccccc1)C(=O)N1CCC(C(N)=O)CC1,-20%,0%,-4%,-3%,4%,-3%,9%,-11,i
CN(CC#CCC(c1ccccc1)c1ccccc1)C(C)(C)C,-11%,?,i,2%,-1%,11%,15%,-62*,i
CCN1CCN(CC(=O)N2N=C(c3cccs3)CC2c2ccc(C)cc2)C(=O)C1=O (configuration not stated),4%,-8%[7.66 µM],-16%,-3%,1%,8%,14%,-2,i
Cc1cc(Cl)ccc1NC(=O)C(=O)N/N=C/c1ccc2c(c1)OCO2,-3%,8%,i,1%,0%,4%,-5%,-16,i

Not all compounds are listed; count on the stated rates, not on these rows.
